Compound activity from PubChem BioAssay.
AID inh – inhibitors of human activation induced cytidine deaminase; Q9GZX7; AID deamination FRET fluorescence, UDG-coupled, 4 h; Potency, µM (highest dose often 115 µM), for inactives: at the top dose activity change, negative = inhibition, actives largely listed as inhibitors; 91,000 compounds, 0.32% hits; also: nearly all actives have a fitted effect of over 25% in size
Target sequence (Q9GZX7 whole entry, looked up): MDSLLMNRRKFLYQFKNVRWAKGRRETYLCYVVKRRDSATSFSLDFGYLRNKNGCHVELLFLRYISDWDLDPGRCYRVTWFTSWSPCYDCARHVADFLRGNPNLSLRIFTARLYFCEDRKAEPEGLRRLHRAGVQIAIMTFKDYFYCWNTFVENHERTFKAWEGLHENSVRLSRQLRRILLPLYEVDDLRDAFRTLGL
UDG counter – counter-screen for AID inhibitors: uracil-DNA glycosylase inhibition; AID 1347430; FRET deamination/UDG coupled assay, UDG read, 4 h; Potency, µM (series often up to 115 µM), for the others: top-dose activity change, negative = inhibition, usual class: inhibitors; 91,000 compounds, 0.14% hits; also: nearly all actives have a fitted effect of over 65% in size
Numbers without * were called inactive; u = inconclusive; & = joins results of further samples; [ ] = remark or other dose. Calls follow the shape of the dose curve; as a rule, active = well fitted curve in the direction sought with a large enough effect; inconclusive = small, poorly fitted or top-dose-only effect, or another doubt; inactive = no such curve, though single readings can be large; an effect the other way counts as inactive or inconclusive. % is scaled to controls: 0 for no effect and ±100 for the full control effect; potency is read from the fitted curve at half-maximal effect.

Start of the data: the first 7 compounds, ahead of the listing:
SMILES	AID inh	UDG counter
CCc1ccc(NC(=O)Cn2c(=O)n(Cc3ccc4c(c3)OCO4)c(=O)c3oc4ccccc4c32)cc1	-7.1%	2.5%
Cn1c(=O)c2c(-c3ccccc3)n(-c3cccc(C#N)c3)cc2n(C)c1=O	-13.1%	3.4%
Cc1ccc(C(=O)Nc2sccc2C#N)s1	61.6%[activator]	-6.8%
Cc1ccc(-c2noc(CSc3nnc(C)n3-c3ccc(C)c(C)c3)n2)cc1	u	u
CCn1nc(C)c2c(-c3ccccc3)cc(=O)n(C(C)C(=O)Nc3cc(C)ccc3C)c21 (configuration not stated)	15.5%	42.6%[activator]
Cc1noc(/C=C/N(C)C)c1S(=O)(=O)N1CCCC(C(=O)Nc2ccc(F)cc2F)C1 (configuration not stated)	-17.0%	0.5%
Cc1cc(Cl)ccc1Nc1nc(N2CCOCC2)nc2nccnc12	1.8%	2.0%

The whole of this part, previewed entries included:
SMILES	AID inh	UDG counter
CCc1ccc(NC(=O)Cn2c(=O)n(Cc3ccc4c(c3)OCO4)c(=O)c3oc4ccccc4c32)cc1	-7.1%	2.5%
Cn1c(=O)c2c(-c3ccccc3)n(-c3cccc(C#N)c3)cc2n(C)c1=O	-13.1%	3.4%
Cc1ccc(C(=O)Nc2sccc2C#N)s1	61.6%[activator]	-6.8%
Cc1ccc(-c2noc(CSc3nnc(C)n3-c3ccc(C)c(C)c3)n2)cc1	u	u
CCn1nc(C)c2c(-c3ccccc3)cc(=O)n(C(C)C(=O)Nc3cc(C)ccc3C)c21 (configuration not stated)	15.5%	42.6%[activator]
Cc1noc(/C=C/N(C)C)c1S(=O)(=O)N1CCCC(C(=O)Nc2ccc(F)cc2F)C1 (configuration not stated)	-17.0%	0.5%
Cc1cc(Cl)ccc1Nc1nc(N2CCOCC2)nc2nccnc12	1.8%	2.0%
CC(=O)Nc1ccc(NC(=O)c2cnc3ccccc3n2)cc1	7.2%	-12.4%
Cn1c(=O)cc(OCC(=O)NCc2ccc(F)cc2Cl)c2ccccc21	-18.1%	-10.6%
CCc1ccc(CNCc2c(C(=O)O)n(Cc3ccc(F)cc3Cl)c3cc(OC)ccc23)cc1	1.1%	-1.0%
Cc1cc(C)cc(NC(=O)C2CCN(c3cc(C)nc4c(-c5ccc(Cl)cc5)c(C)nn34)CC2)c1	0.3%	0.9%
Cc1cc(C)cc(NC(=O)CN2C(=O)c3ccccc3Sc3ccc(C(=O)N4CCOCC4)cc32)c1	0.6%	-4.9%[57.5 µM]
Cc1ccccc1NC(=O)COC(=O)/C=C/c1cccc2cccnc12	-1.7%	-6.3%
O=C(CSc1ncc(S(=O)(=O)c2ccc(Cl)cc2)c(=O)[nH]1)Nc1ccc2c(c1)OCCO2	u	0.0%
CSc1nnc(-c2cc(Cl)ccc2NC(C)=O)c(=O)[nH]1	-3.5%	10.8%
COc1cc2ccccc2cc1C(=O)OCc1ccc(C#N)cc1	-1.0%	3.7%
Cc1ccc(CNC(=O)c2c[nH]c3ccc(S(=O)(=O)N4CCOCC4)cc3c2=O)cc1	12.8%	-5.7%
CC(C)(Oc1ccc(Cl)cc1)C(=O)OCc1nc2ccsc2c(=O)[nH]1	-9.4%	-8.1%
CCOC(=O)CC(NC(=O)CCc1c(C)nc2ncnn2c1C)c1ccc(OC(C)C)cc1 (configuration not stated)	19.5%	-7.9%
O=C(C1COc2ccccc2O1)N(Cc1cccnc1)c1nc2ccc(Cl)cc2s1 (configuration not stated)	0.9%&2.0%	2.1%&-0.2%
CCCOC(=O)CNC(=O)c1cc(OC)cc(OC)c1	1.9%	6.6%
CCc1cc2c(-c3ccccc3)cc(=O)oc2c2c1OCN(Cc1ccc(F)cc1)C2	3.1%	-0.1%
CN(C)c1cccc(C(=O)N/N=C2/CCSc3ccc(F)cc32)c1	-5.0%	-3.9%
Cn1cc(C(=O)N2CCC(C(N)=O)CC2)c2ccccc21	-1.6%	-7.3%
CCN(C(=O)Cn1ncc2c(=O)oc3ccccc3c21)c1ccccc1F	9.5%	-13.5%
COCCn1cnnc1SCc1ccc(OC)c(F)c1	4.1%	9.9%
CNC(=O)C(C)OC(=O)c1nc(-c2ccccc2)oc1C (configuration not stated)	15.0%	3.0%
O=C(NCc1ccccc1)C1CCN(S(=O)(=O)c2ccc3[nH]c(=O)ccc3c2)CC1	0.7%	0.3%
CCN1CCN(c2ncc3c(n2)CCN(Cc2cc(Br)cs2)C3)CC1	39.7%[activator]	-7.1%
N#Cc1ccc(CNc2ccccc2Cl)cc1	-10.3%	-3.6%
COC(=O)[C@H](Cc1ccccc1)NC(=O)NCc1ccccc1	1.3%	0.4%
COc1ccc(Cl)cc1NC(=O)c1c(NCc2cccs2)sc2c1CCCC2	48.6%[activator]	-1.3%
Cc1ccc(Cl)cc1NC(=O)NC1COc2ccccc2C1 (configuration not stated)	2.1%	5.2%
COc1ccccc1N1CC(O)=C(c2nc3ccccc3s2)C1=N	-5.6%	-10.6%
COc1ccc(NC(=O)Cn2nnc(-c3cccc(F)c3)n2)cc1S(=O)(=O)N1CCOCC1	2.5%	-0.2%
Cc1ccc(-c2nn3c(-c4ccc(C)cc4)nnc3c3ccccc23)cc1	6.6%	-1.0%
CCc1ccc(S(=O)(=O)c2cn(C)c3cc(N4CCN(CC)CC4)c(F)cc3c2=O)cc1	-20.3%	-4.2%
Cc1ccc2nc3c(cc(C(=O)NCC4CCCO4)c(=N)n3C(C)C)c(=O)n2c1 (configuration not stated)	72.8%[activator]	2.0%
COc1ccc(N/C=C/C(=O)c2ccc(C)c(C)c2)cc1Cl	-14.6%	-17.9%
COc1ccccc1-c1coc2cc(OC(=O)c3ccccc3Cl)ccc2c1=O	1.6%	2.0%
CN(C(=O)CCNC(=O)Cn1cnc2ccccc2c1=O)c1ccccc1F	-25.1%	u
O=C(Cn1ncc2c3ccccc3n(Cc3ccccc3)c2c1=O)NC1CCCCCC1	-5.7%	-21.7%[57.5 µM]
O=c1cc(-c2ccccc2F)[nH]c2cc3c(cc12)OCO3	-8.2%	-2.4%
Cc1ccccc1OCCNN	4.7%	-3.8%
CC1COCCN1C(=O)CCc1nc(Cc2ccccc2)no1 (configuration not stated)	-0.4%	4.4%
O=C(COc1ccccc1)NCC(c1ccc(Cl)cc1)N1CCCCC1 (configuration not stated)	u	-0.4%
CCC(=O)N1CCc2cc(S(=O)(=O)NC(CC(C)C)C(=O)Nc3cccc(C)c3C)ccc21 (configuration not stated)	4.8%	-3.1%
O=C1CSC2(C(=O)N(Cc3ccccc3F)c3ccccc32)N1c1cccc(C(F)(F)F)c1 (configuration not stated)	65.7%[activator]	-4.1%

Continued; the last 3 above are carried over.
SMILES	AID inh	UDG counter
O=C(COc1ccccc1)NCC(c1ccc(Cl)cc1)N1CCCCC1 (configuration not stated)	u	-0.4%
CCC(=O)N1CCc2cc(S(=O)(=O)NC(CC(C)C)C(=O)Nc3cccc(C)c3C)ccc21 (configuration not stated)	4.8%	-3.1%
O=C1CSC2(C(=O)N(Cc3ccccc3F)c3ccccc32)N1c1cccc(C(F)(F)F)c1 (configuration not stated)	65.7%[activator]	-4.1%
COc1ccc(-n2cc(-c3ccccc3)c3c(NC4CCCC4)ncnc32)cc1	35.5µM*	-8.2%[57.5 µM]
COc1ccc(-c2csc3nc(-c4ccc(F)cc4)oc(=O)c23)cc1	1.1%	-4.8%
CCc1ccc(C2CC(=O)c3c([nH]c(C(=O)OCCOc4ccccc4)c3C)C2)cc1 (configuration not stated)	-24.0%	-8.0%
CCCn1c(CNC(=O)c2cc(OC)c(OC)c(OC)c2)nc2ccccc21	u	-15.4%
CCCC(=O)Nc1nnc(SCc2cc(=O)c3ccc(C)cc3[nH]2)s1	-3.8%	-7.5%[57.5 µM]
COc1cccc(CNC(=O)CSC2=Nc3ccccc3N=C(c3ccc(F)cc3)C2)c1	2.2%	-10.5%
CCc1ccccc1N1CC(c2nc3ccccc3n2CC(C)C)CC1=O (configuration not stated)	-10.3%	u
CC(=O)Nc1ccc(-c2nc3ccccc3o2)cc1	-1.7%	36.2%[activator]
COc1ccc2c(c1C)CCCC2	-1.1%	-5.5%
C=C(C)COc1ccc2c(=O)c(-c3ccc(OC)c(OC)c3)c(C)oc2c1	-16.7%	0.1%
N#Cc1cccc(CSc2nnc(-c3c[nH]c4ccccc34)o2)c1	-13.3%	0.9%
CC(=O)Nc1ccc(S(=O)(=O)Nc2nc3ccccc3nc2Nc2ccc3ccccc3c2)cc1	-7.9%	u
CCOc1ccc2oc(=O)cc(CN3CCN(CC(=O)N4CCC(C)CC4)CC3)c2c1	-7.0%	-3.8%
CCc1ccc(CNC(=O)CN(c2ccc(C)cc2)S(=O)(=O)N(C)C)cc1	0.5%	-14.6%
CCOC(=O)c1cc(-c2ccccc2)n(-c2cccc(C(=O)NC(C)(C)C)c2)c1C	-6.0%	19.5%
CCc1ccc(NC(=O)c2ccc3c(c2)NC(=O)CS3)cc1	-4.6%	-5.2%
Cc1c(-c2ccc(F)cc2)[n+](=O)c(-c2ccc(F)cc2)c(C)n1[O-]	-6.6%	-4.4%
COC(=O)c1sc2cccc(F)c2c1S(=O)(=O)N1CCN(c2ccc(F)cc2)CC1	-8.0%	0.0%
Cc1ccc(-c2nn(CC(=O)N3CCCC3)c(=O)c3ccccc23)cc1	-4.4%	5.3%
N=C(N)SCCN	7.1%	5.9%
Cn1nnnc1-c1cccc(NCC(=O)NC2(C#N)CCCC2)c1	5.7%	-1.8%
CCOc1ccccc1Nc1nnc(-c2cc3cc(OC)ccc3oc2=O)s1	3.6%	3.6%
COc1cc(/C=C(/C#N)C(=O)OC(C)C)cc(Br)c1O	-7.4%	-0.6%
Brc1cccc(C=Nc2cccc3c2CCCC3)c1	5.9%	12.7%
COc1ccc2oc(=O)cc(CN3CCN(C(=O)c4ccc(OC)c(OC)c4)CC3)c2c1	14.7%	-2.5%
CSc1ccccc1NC(=O)CN(C)C(=O)c1cc(S(=O)(=O)N2CCOCC2)ccc1Cl	3.1%	4.5%
Nc1ncnc(Nc2cc(Cl)ccc2Cl)c1[N+](=O)[O-]	-4.5%	4.9%
Cc1nc(NCCN(C)C)c(C#N)c2c1CCCC2	2.6%	8.9%
CC1(C)CC(=O)C2=C(C1)OC(N)=C(C#N)C2c1ccc(OC(=O)c2ccccc2)cc1 (configuration not stated)	-4.8%	-3.5%
COc1ccc(N2CCN(S(=O)(=O)CCNC(=O)Cc3ccc(Cl)cc3)CC2)cc1	12.7%	-5.5%
CC(C)NC(=O)C1CC1	-0.6%	2.1%
O=C(NCCc1c[nH]c2ccccc12)Nc1ccccc1C(F)(F)F	7.4%	-17.6%[57.5 µM]
COc1cccc(N2CCN(C(=O)c3cc4cc5cc(C)ccc5nc4s3)CC2)c1	2.2%	48.4%[activator]
CN1CCC(NC(=O)c2cc(Cl)cc(Cl)c2)CC1	-4.0%	-4.2%
CCc1ccc(C(=O)Nc2cccc(C(C)=O)c2)cc1S(=O)(=O)N1CCOCC1	10.7%	6.0%
CC(C)c1ccc(S(=O)(=O)Nc2ccc3oc4c(c3c2)C(=O)CC(C)(C)C4)cc1	-2.0%	-13.5%
Fc1ccc(CNC(=S)NCc2ccc(Cl)c(Cl)c2)cc1	-13.1%	-11.2%
COC(=O)c1cc(NC/C=C/c2ccccc2)ccc1N1CCOCC1	0.1%	-4.6%
Cc1cnc(C(=O)Oc2ccc(C(C)(C)C)cc2C)cn1	8.5%	-4.1%
Cc1ccc(Nc2cc(C(=O)NC3CCCC3)c3ccccc3n2)c(C)c1	7.8%	-22.3%[57.5 µM]
Cc1cccc(C)c1NC(=O)c1ccc2nc(CCc3ccccc3)oc2c1	0.6%	-4.9%
Cc1ccsc1C(=O)NNC(=S)NC(C)c1ccccc1 (configuration not stated)	1.4%	-0.4%

An excerpt; rates above refer to the full screens.
